Screening results as filed in PubChem.
KDM4E inh = inhibitors of human JMJD2E histone demethylase. B2RXH2. JMJD2E catalytic domain, FDH-coupled NADH fluorescence (FDH is formaldehyde dehydrogenase). Potency, µM (series often up to 57.1 µM), for inactives: at the top dose activity change, negative = inhibition, actives largely listed as inhibitors. 230,000 compounds, 1.6% hits. AID 2147; active means well fitted inhibition curve with a large enough effect, not every such curve was filed as active; inconclusive means small, poorly fitted or top-dose-only effect, or another doubt; inactive means no such curve, though single readings can be large or run the other way;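 further: 0% = wells with enzyme and -100% = buffer wells without enzyme; nearly all actives have a fitted effect of over 50% in size; many of its hits are not listed in these tables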
Target sequence (B2RXH2 1-337 limits assumed): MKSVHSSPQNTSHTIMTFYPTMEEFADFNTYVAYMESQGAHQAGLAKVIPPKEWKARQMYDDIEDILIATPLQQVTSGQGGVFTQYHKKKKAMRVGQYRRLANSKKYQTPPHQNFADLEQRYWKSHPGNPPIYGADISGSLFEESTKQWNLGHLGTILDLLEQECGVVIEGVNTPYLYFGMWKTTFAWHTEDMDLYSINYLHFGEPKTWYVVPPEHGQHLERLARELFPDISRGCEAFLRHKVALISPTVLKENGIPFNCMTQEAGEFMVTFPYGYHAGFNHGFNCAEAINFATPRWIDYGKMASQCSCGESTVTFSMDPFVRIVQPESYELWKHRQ
L3MBTL1 block = L3MBTL1 (human) inhibition. AlphaScreen L3MBTL1–H3K9me1 peptide binding. 230,000 compounds, 0.66% hits. Potency, µM (titrated, usually from 57.1 µM), without a hit: top-dose activity, negative = inhibition, hits mostly inhibitors. Q9Y468; further: nearly all actives have a fitted effect of over 60% in size
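AlphaScreen proximity signal between nickel-chelate acceptor and streptavidin donor beads (final 10 ug/mL) reports binding of 50 nM L3MBTL1 to 75 nM biotin-H3 K9me1 peptide; complex incubated with compounds 30 min at room temperature; cefsulodin titration as control.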
RGS12 GoLoco inh = RGS12 GoLoco-Gai1 interaction inhibition | P63096 | 230,000 compounds, 0.44% hits | Gai1:RGS12 GoLoco peptide FP, rhodamine, 10 min | Potency, µM (titrated, usually from 61.6 µM), for the others: at the highest dose activity, negative = inhibition, hits mostly inhibitors | AID 880; active means well fitted inhibition curve with a large enough effect, not every such curve was filed as active; inactive means no such curve, though single readings can be large or run the other way; further: nearly all actives have a fitted effect of over 30% in size; many of its hits are not listed in these tables
Tau fibril FP = tau fibrillization inhibition (FP). K18 P301L tau heparin fibrillization, Alexa594 FP, 6 h. Potency, µM (series often up to 57.7 µM), without a hit: at the top dose activity, negative = inhibition, hits mostly inhibitors. P10636. 280,000 compounds, 0.39% hits; further: nearly all actives have a fitted effect of over 55% in size
Target sequence (P10636 561-689 P618L limits assumed): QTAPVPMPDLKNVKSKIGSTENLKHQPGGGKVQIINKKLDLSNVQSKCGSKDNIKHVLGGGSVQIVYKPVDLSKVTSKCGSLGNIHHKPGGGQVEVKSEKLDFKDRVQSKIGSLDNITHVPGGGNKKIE
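Compound effects on tau fibrillization are measured by Alexa 594 fluorescence polarization (ex 555, em 632 nm). K18 P301L tau is used at 15 uM with 0.24 uM labeled tracer, and 20 uM heparin induces aggregation over 6 hr at 37 C.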
TR SRC2 fluor cs = Texas Red fluorescence interference in TRb-SRC2 counter-screen | TRb/SRC2 Texas Red total fluorescence interference | Potency, µM (titrated, usually from 106 µM), inactives show top-dose fluorescence change, negative = quenching | 280,000 compounds, 0.29% hits | AID 1479; active means well fitted curve in either direction with a large enough effect; inconclusive means small, poorly fitted or top-dose-only effect
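Flags fluorescent or light-absorbing compounds by total fluorescence, S + 2P, at 555 nm excitation and 632 nm emission. Mixture: 20 nM Texas Red SRC2 peptide, 0.6 uM human TRb LBD, 1 uM T3, 5% DMSO; compound exposure 5 h at ambient temperature.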
TRb SRC2 PPI = TRbeta-SRC2 interaction inhibition; P10828; TRbeta-SRC2 peptide binding, fluorescence polarization; receptor liganded with 1 µM T3; Potency, µM (highest dose often 106 µM), for inactives: at the highest dose activity change, negative = inhibition, actives largely listed as inhibitors; 280,000 compounds, 0.065% hits; AID 1469;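 further: plate controls were bound peptide for no effect and peptide without receptor for full effect; nearly all actives have a fitted effect of over 50% in size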
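Fluorescence polarization of 20 nM Texas Red SRC2 peptide (20-aa NR interaction domain) bound to 0.6 uM human TRb ligand-binding domain, with 1 uM T3, after 5 hr at ambient temperature; inhibition seen as decreased polarization.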
RECQ1 helicase = blocks DNA unwinding by human RECQ1; RECQ1 DNA unwinding, red fluorescence kinetic read; P46063; AID 2549; Potency, µM (top dose mostly 57.3 µM), without a hit: at the top dose activity, negative = inhibition, actives largely listed as inhibitors; 240,000 compounds, 0.54% hits;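 further: plate controls were vehicle for no effect and no enzyme for full effect; nearly all actives have a fitted effect of over 30% in size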
Target sequence (P46063 whole entry, looked up): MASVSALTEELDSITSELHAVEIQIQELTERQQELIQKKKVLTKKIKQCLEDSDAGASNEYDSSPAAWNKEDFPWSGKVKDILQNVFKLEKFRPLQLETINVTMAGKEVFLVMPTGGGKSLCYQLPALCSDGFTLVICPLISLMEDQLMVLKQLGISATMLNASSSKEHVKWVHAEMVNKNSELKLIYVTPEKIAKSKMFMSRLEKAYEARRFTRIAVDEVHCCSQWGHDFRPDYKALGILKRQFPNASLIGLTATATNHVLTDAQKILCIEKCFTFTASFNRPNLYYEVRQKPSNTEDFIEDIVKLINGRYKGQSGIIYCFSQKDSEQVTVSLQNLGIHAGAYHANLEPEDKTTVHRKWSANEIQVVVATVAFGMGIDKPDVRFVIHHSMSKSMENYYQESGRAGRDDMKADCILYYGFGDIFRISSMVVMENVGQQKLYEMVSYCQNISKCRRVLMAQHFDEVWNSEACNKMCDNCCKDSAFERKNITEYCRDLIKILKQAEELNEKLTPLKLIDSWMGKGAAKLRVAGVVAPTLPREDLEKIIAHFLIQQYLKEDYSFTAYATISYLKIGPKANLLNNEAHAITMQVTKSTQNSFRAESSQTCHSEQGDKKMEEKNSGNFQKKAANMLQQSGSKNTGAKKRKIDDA
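RECQ1T1 50 nM; forked duplex (20 bp + 30-nt ss tails) 200 nM, ATP 2 mM final; pH 8.0, 2 mM MgCl2, 2.5 ug/ml poly(dI-dC); 15 min compound preincubation; discontinuous kinetic read over 2 h at RT.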
Tau fibril ThT = blocks human tau fibril formation measured by thioflavin T. P10636. recombinant tau K18 P301L (four-repeat tau fragment), heparin-induced fibrillization, ThT fluorescence. Potency, µM (titrated, usually from 57.4 µM), without a hit: at the top dose activity, negative = inhibition, actives largely listed as inhibitors. 270,000 compounds, 2.1% hits; further: nearly all actives have a fitted effect of over 55% in size
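Heparin-induced (20 uM) aggregation of recombinant human K18 P301L tau, 15 uM unlabeled with 0.24 uM labeled, pH 7 acetate buffer, 6 hr at 37 C with compound. Fibrils quantified by 30 uM ThT fluorescence after 1 hr ambient incubation.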
* marks the source's active call; other numbers are inactive results; i = inactive; ? = inconclusive; . = not tested or not shown; [ ] = another dose, or the depositor's remark. Unless noted, the call rests on the fitted dose curve; in most records, active means well fitted curve in the direction sought with a large enough effect; inconclusive means small, poorly fitted or top-dose-only effect, or another doubt; inactive means no such curve, though single readings can be large; an effect the other way counts as inactive or inconclusive. Unless noted, on the % scale 0 is the no-effect control and ±100 the full control effect; potency means the concentration at half of the fitted maximal effect. Not all compounds are listed; the hit share may differ from the screen's.

SMILES	KDM4E inh	L3MBTL1 block	RGS12 GoLoco inh	Tau fibril FP	TR SRC2 fluor cs	TRb SRC2 PPI	RECQ1 helicase	Tau fibril ThT
Cc1c(N=Cc2ccc[nH]2)c(=O)n(-c2ccccc2)n1C	-4%	-12%	-1%	-5%	-3%	-20%	5%	-2%
COc1ccccc1NC(=S)N1C2CCC1CC(NC(=O)NC13CC4CC(CC(C4)C1)C3)C2 (stereo unspecified)	0%	-3%	-4%	1%	4%	-17%	i	-7%
S=c1[nH]nc(Cc2c[nH]c3ccccc23)o1	-3%	8%	12%	-1%	2%	-2%	-8%	-22%
CC(=O)c1c(C)[nH]c(C(=O)Nc2cc(C)cc(C)c2)c1C	1%	.	6%	4%	-1%	10%	-4%	?
COc1ccccc1C(=O)Oc1ccc(C(C)(C)C)cc1	-7%	.	8%	-2%	-3%	5%	-13%	?
Cc1ccc(Cn2c(=O)n(Cc3ccc(C(=O)NC4CCN(Cc5ccccc5)CC4)cc3)c(=O)c3ccccc32)cc1	.	.	.	-1%	-5%	8%	.	-7%
Cc1cc(C)cc(N(CC(=O)NCCSc2ccccn2)S(=O)(=O)c2ccccc2)c1	7%	-3%	3%	1%	-3%	-19%	-6%	-7%
CCn1nnnc1NC(=O)c1cc(OC)c(OC)c(OC)c1	-1%	3%	10%	-3%	-5%	-1%	i	0%
Cc1ccccc1C(=O)NC(=S)Nc1ccccc1N1CCCC1	-6%	?	9%	3%	1%	-3%	4%	-16%
Cc1ccc(-n2ncc(C#N)c2/N=C/N2CCN(C)CC2)cc1	1%	-5%[11.4 µM]	-6%	3%	-3%	2%	0%	2%
COc1ccc(CCN(C(=O)Cn2nnc3ccccc32)C(C(=O)NCC2CCCO2)c2ccncc2)cc1OC (stereo unspecified)	6%	2%	15%	5%	-6%	-6%	12%	-3%
CCC(=O)N1CCc2cc(S(=O)(=O)NCCC(=O)NC3CCCc4ccccc43)ccc21 (stereo unspecified)	4%	-1%	3%	2%	-1%	-4%	-3%	-12%

Entries of single compounds, quoted from the list. Screens in order: KDM4E inh | L3MBTL1 block | RGS12 GoLoco inh | Tau fibril FP | TR SRC2 fluor cs | TRb SRC2 PPI | RECQ1 helicase | Tau fibril ThT
Shown for CCC(=O)N1CCc2cc(S(=O)(=O)NCCC(=O)NC3CCCc4ccccc43)ccc21 (stereo unspecified) : 4% | -1% | 3% | 2% | -1% | -4% | -3% | -12%
Shown for Cc1ccc(-n2ncc(C#N)c2/N=C/N2CCN(C)CC2)cc1 : 1% | -5%[11.4 µM] | -6% | 3% | -3% | 2% | 0% | 2%
Shown for CC(=O)c1c(C)[nH]c(C(=O)Nc2cc(C)cc(C)c2)c1C : 1% | . | 6% | 4% | -1% | 10% | -4% | ?
Shown for Cc1c(N=Cc2ccc[nH]2)c(=O)n(-c2ccccc2)n1C : -4% | -12% | -1% | -5% | -3% | -20% | 5% | -2%

The list goes on.
SMILES	KDM4E inh	L3MBTL1 block	RGS12 GoLoco inh	Tau fibril FP	TR SRC2 fluor cs	TRb SRC2 PPI	RECQ1 helicase	Tau fibril ThT
CCCCCc1ccc(-c2ccc(C(=O)Oc3ccc(C(=O)OC)cc3)cc2)nc1	.	.	.	3%	5%	-1%	.	?
Cc1ccc(C)c(S(=O)(=O)Nc2ccc(O)cc2)c1	4%	-1%	6%	3%	-1%	4%	-3%	1%
COc1ccccc1NC(=O)C1CCN(c2ncccn2)CC1	?	6%	3%	-1%	2%	2%	i	-9%
COc1cc(OC)cc(C(=O)Nc2cccnc2)c1	0%	-18%	5%	1%	-1%	-1%	-2%	-8%
NC(=O)C1CC(=O)N(c2ccc(OCc3ccc(Cl)cc3Cl)cc2)C1 (stereo unspecified)	-3%	-12%	9%	-3%	-8%	8%	6%	6%
CN(C(=O)COC(=O)c1ccc(S(=O)(=O)N2CCOCC2)cc1)C1CCCCC1	-13%	-2%	6%	2%	-3%	-4%	-4%	-2%
CSc1cccc(NC(=O)/C=C/c2cccc(Cl)c2)c1	?	17%	13%	?	-7%	4%	-10%	19%
COc1ccc2[nH]cc(CCNC(=O)Nc3c(C)cccc3C)c2c1	.	.	.	8%	-3%	0%	.	-11%
CC1=C(c2ccc(C)c(C)c2)S(=O)(=O)N=C1N1CCC(C(=O)NCc2ccc(C)o2)CC1	.	.	.	-2%	-18%	7%	.	-14%
CC(Sc1ccc2c(c1)OCCO2)C(=O)Nc1ccc2c(c1)OCO2 (stereo unspecified)	2%	2%	0%	1%	-5%	2%	-8%	-6%
COc1cc(C(=S)N2CCOCC2)cc(OC)c1O	2%	.	-19%	-3%	-5%	0%	i	.
CC1CCCCC1NC(=O)CCn1c(=O)oc2ccccc21 (stereo unspecified)	1%	14%	3%	2%	-2%	-7%	0%	-1%
CCn1c(=O)c2sccc2n2c(CCCC(=O)Nc3ccc(OC)c(OC)c3)nnc12	.	.	.	-2%	-4%	4%	.	-5%
O=S(=O)(c1ccccc1)c1nc(-c2ccco2)oc1N1CCCCCC1	?	-28%	55%[activator]	-3%	-1%	-20%	8%	-11%
Cc1ccc(NC(=O)COC(=O)Cn2cnc3c2c(=O)n(C)c(=O)n3C)c(Cl)c1	-7%	6%	-6%	3%	-6%	-5%	i	-2%
CCOc1ccc(-c2cc(N)n(S(=O)(=O)c3cccc4nsnc34)n2)cc1	5%	.	6%	13%	-1%	1%	-7%	.
CCOC(=O)NC(=O)CSc1nnc(SCCC(=O)O)s1	10%	7%	5%	12%	0%	1%	-7%	-3%
CCOC(=O)c1c(NC(=O)CSc2nnc(-c3c[nH]c4ccccc34)n2CCOC)sc2c1CCCC2	7%	-10%	12%	-1%	0%	5%	-11%	-17%
Nc1nc(Cl)cc(NCCc2ccc(O)cc2)n1	1%	-1%	-5%	7%	-1%	6%	0%	-5%
CN(C(=O)COC(=O)C1c2ccccc2Oc2ccccc21)C1CCS(=O)(=O)C1 (stereo unspecified)	-1%	4%	-7%	2%	3%	3%	i	-16%
Cc1nc(C)c(CC(=O)N2CCc3c([nH]c4ccccc34)C2c2ccccn2)s1 (stereo unspecified)	?	-19%	2%	-2%	-6%	4%	-3%	-15%
O=C(CCC(=O)Nc1ccc(Cl)cc1Cl)NNC(=O)Nc1ccccc1	-1%	-1%	-14%	-1%	-1%	-4%	17%	5%
CC(C)c1ccc2[nH]c(O)c(N=NC(=S)NCCc3ccccc3)c2c1	7%	-27%	.	-15%	1%	-1%	2%	?
Cc1ccc(-c2[nH]c3cc(C(=O)NCCCn4ccnc4)ccc3c(=O)c2O)cc1	?	.	10%	4%	-2%	-1%	-17%	-11%
CC1CN=C(Nc2cccc(S(=O)(=O)N(C)C)c2)S1 (stereo unspecified)	14%	.	8%	-4%	-3%	-1%	-3%	-5%
CCC1=NN=C(c2ccc(F)cc2)C(c2c[nH]c3ccccc23)N1O (stereo unspecified)	1%	0%	4%	12%	-6%	-2%	1%	-12%
CC1=Nc2ccccc2N=C(NC(=O)CN2CCN(c3ccccc3)CC2)C1c1ccccc1 (stereo unspecified)	2%	0%	6%	-3%	-7%	-2%	-15%	-2%
COc1ccc(CCNC(=O)CCn2c(=O)c3ccccc3n(Cc3c(C)cc(C)cc3C)c2=O)cc1OC	.	.	.	-9%	6%	8%	.	-6%
O=C1NCCc2cc3c(cc21)OCO3	?	2%	5%	0%	-1%	-1%	-5%	-3%
O=C(O)c1cccc(Oc2ccccc2[N+](=O)[O-])c1	15%	3%	3%	3%	2%	4%	-7%	-3%
CCOC(=O)c1cccc(NS(=O)(=O)c2cnc[nH]2)c1	3%	.	6%	0%	2%	-9%	-13%	5%
Cc1ccc2nsnc2c1NS(=O)(=O)c1c(C)ccc2nsnc12	-12%	-6%	-6%	1%	2%	-4%	i	-21%
COc1ccc(Nc2ccnc3ccccc23)cc1	1%	10%	12%	-1%	-8%	3%	i	5%
CCc1nc(SCC(=O)c2c[nH]c3ccccc23)n[nH]1	4%	.	6%	2%	-4%	0%	-15%	-3%
Clc1cccc(Cl)c1-c1nnc2ccc(N3CCOCC3)nn12	3%	2%	3%	-1%	-7%	-9%	-3%	-17%
Cc1ccc(NC(=O)Nc2sc3nc4n(c(=O)c3c2C)CCC(C)CC4)c(Cl)c1 (stereo unspecified)	.	.	.	17%	5%	5%	.	?
Cc1ccc(-c2cc(C(F)F)n3ncc(C(=O)N4CCc5ccccc5C4)c3n2)cc1	-3%	5%	1%	4%[2.34 µM]	0%	-2%	14%	-7%
C/C(=N\NC(=O)c1csc(C)c1C)c1ccco1	17%	20%	10%	5%	1%	-1%	1%	?
Cc1ccc2c(c1)c1c(n2CC(O)Cn2c(C)nc3ccccc32)CCCC1 (stereo unspecified)	11%	.	6%	11%	0%	6%	-16%	-14%
Cc1cc(C)n2nc(NCc3ccccc3)nc2n1	?	.	4%	5%	1%	-8%	-8%	-1%
CC(=O)c1cc2c(cc1NC(=O)C1CC=CCC1C(=O)O)OCO2 (stereo unspecified)	0%	7%	7%	0%	-5%	0%	i	-13%
Cc1ccc(C(=O)c2cn(Cc3ccc(F)cc3)c3nc(C)ccc3c2=O)cc1	.	.	.	-6%	0.011µM*[quencher]	-21%[53 µM]	.	-2%
O=[N+]([O-])c1ccc(OCCN2CCCCCC2)cc1	?	10%	1%	5%	-2%	5%	-5%	-9%
N#Cc1cccc(CS(=O)(=O)c2nnnn2-c2cc(C(F)(F)F)cc(C(F)(F)F)c2)c1	6%	.	5%	-2%	-2%	8%	i	-2%
CC(=O)N1N=C(c2ccc(Cl)cc2)OC12CCCC2	?	0%	-4%	-7%	1%	2%	-2%	-12%
Cn1c(SCc2nc3ccccc3[nH]2)nnc1-c1cnccn1	-1%	2%	4%	-10%	1%	-7%	i	-3%
CCCCC/C=C\C/C=C\C/C=C\C/C=C\CCCCCC(N)=O	?	.	3%	-11%	-2%	2%	-4%	-7%
CCOC(=O)C(=CNc1cc(C(F)(F)F)ccc1N1CCOCC1)C(=O)OCC	?	21%	5%	0%	0%	2%	-5%	-7%
Cc1cc(C)n(C(=O)CCCn2nc(C)c([N+](=O)[O-])c2C)n1	-2%	18%	5%	-9%	-2%	-3%	-3%	-6%
